# DUSP3 inh: DUSP3 (human) phosphatase inhibition; recombinant VHR phosphatase, pNPP absorbance; inhibition, % at 13.3 µM; 290,000 tested, 0.52% active; AID 1654; in the data active = inhibition above about 50%; note: some compounds called inactive have numbers as strong as hits
# 3CLpro inhibitor: SARS-CoV 3CLpro protease inhibition | P0C6X7 | recombinant SARS-CoV 3CLpro, quenched FRET peptide cleavage | inhibition, % at 6 µM | 290,000 tested, 0.14% active; in the data active = inhibition above about 12%
# Anthrax LF inh2: inhibitors of Bacillus anthracis lethal factor protease. P15917. multiplex microsphere protease cleavage assay, LF. inhibition, % at 10 µM. 360,000 tested, 0.12% active. AID 588501; in the data active = inhibition above about 30%; note: plate controls were buffer without enzyme for full effect and enzyme alone for no effect
# Target sequence (P15917 whole entry, looked up): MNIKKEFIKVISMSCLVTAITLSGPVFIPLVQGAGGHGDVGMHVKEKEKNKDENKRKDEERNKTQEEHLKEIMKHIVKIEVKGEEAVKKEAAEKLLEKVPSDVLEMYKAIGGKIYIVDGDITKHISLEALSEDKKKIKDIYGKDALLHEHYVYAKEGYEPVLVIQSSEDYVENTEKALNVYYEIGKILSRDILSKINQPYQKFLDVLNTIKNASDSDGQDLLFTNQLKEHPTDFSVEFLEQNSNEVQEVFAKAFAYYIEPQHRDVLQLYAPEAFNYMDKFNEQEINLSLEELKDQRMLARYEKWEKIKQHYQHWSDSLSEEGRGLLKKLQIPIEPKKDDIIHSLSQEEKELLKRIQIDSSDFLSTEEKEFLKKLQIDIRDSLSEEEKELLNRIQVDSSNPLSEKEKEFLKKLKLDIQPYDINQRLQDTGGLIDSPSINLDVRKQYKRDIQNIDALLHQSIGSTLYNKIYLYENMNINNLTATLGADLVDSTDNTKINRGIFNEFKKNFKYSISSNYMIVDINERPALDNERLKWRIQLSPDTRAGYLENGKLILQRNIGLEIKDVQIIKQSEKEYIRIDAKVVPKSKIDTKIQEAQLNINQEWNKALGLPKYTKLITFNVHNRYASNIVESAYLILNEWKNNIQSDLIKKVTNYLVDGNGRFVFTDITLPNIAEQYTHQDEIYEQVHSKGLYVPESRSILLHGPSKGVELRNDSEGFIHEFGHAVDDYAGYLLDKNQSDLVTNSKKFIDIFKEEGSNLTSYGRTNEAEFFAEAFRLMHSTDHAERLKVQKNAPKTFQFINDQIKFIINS
# Rv3671c inh: Rv3671c (M. tuberculosis) protease inhibition | inhibition, % at 5.96 µM | 320,000 tested, 0.048% active | AID 2606; in the data active = inhibition above about 38%;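 note: extracellular domain of Rv3671c used as enzyme; 0% = enzyme with DMSO and 100% = no enzyme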
# Yp Topo-I inh: blocks Yersinia pestis topoisomerase I activity; 360,000 tested, 0.064% active; Y. pestis Topo-I cleavage product accumulation, plate reader; activity, % at 10 µM; in the data active = activity above about 50%, passing the limit was not always enough; note: inactives centre near 2
# PriA SSB inh: K. pneumoniae PriA-SSBct interaction inhibition; AlphaScreen SSBct-PriA binding, biotinylated peptide; inhibition, % at 33 µM; 430,000 tested, 0.6% active; in the data active = inhibition mostly above about 37%, no sharp cut-off; inactive = mostly below about 20%;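 note: plate controls were negative control peptide for no effect and reference peptide for full effect; strong numbers were not always called active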
# MazEF act: increases E. coli MazEF RNase cleavage of RNA. FAM/BHQ RNA-DNA oligo cleavage fluorescence, 5 h. P0AE70. AID 504720. 350,000 tested, 0.32% active. activation, % at 20 µM; in the data active = activation above about 50%
# Vc quorum ag: induces V. cholerae light production without autoinducers; V. cholerae BH1578 lux reporter, luminescence, 6 h; activation, % at 18.7 µM; 350,000 tested, 0.16% active; AID 588436; in the data active = activation mostly above about 9.7%, no sharp cut-off; note: not every result past the cut was called active; inactives centre near 0; reference of the scale not given here
# TcdB inh: blocks C. difficile toxin B glycohydrolase activity | P18177 | TcdB glycohydrolase enzymatic assay, plate reader | inhibition, % at 9.99 µM | 350,000 tested, 0.24% active | AID 652162; in the data active = inhibition above about 10%
# Active calls of the source: *; i = inactive; nt = no result given.
SMILES,DUSP3 inh,3CLpro inhibitor,Anthrax LF inh2,Rv3671c inh,Yp Topo-I inh,PriA SSB inh,MazEF act,Vc quorum ag,TcdB inh
C=c1cc(C)cc(C)c1=C1NN=C(NC(=O)c2ccc(S(=O)(=O)N(CC)CC)cc2)S1,nt,nt,nt,nt,nt,-11.0,nt,nt,nt
CCCC(=O)Nc1ccc(S(=O)(=O)NCCc2ccc3c(c2)CCCN3C)cc1,nt,nt,nt,nt,nt,19.0,nt,nt,nt
Cc1nnc2sc(SCC(=O)N3CCOCC3)nn2c1=O,nt,nt,nt,nt,nt,6.0,nt,nt,nt
O=S1(=O)N=C(NN=Cc2cccs2)c2ccccc21,nt,nt,nt,nt,nt,55.0*,nt,nt,nt
O=S(=O)(c1cccc(Cl)c1)N1CC[C@H](c2ccccc2)C1,nt,nt,nt,nt,nt,-18.0,nt,nt,nt
Cc1ccc(S(=O)(=O)c2cn(CC(=O)Nc3ccon3)c3ccccc23)cc1,nt,nt,nt,nt,nt,21.0,nt,nt,nt
O=C(O)CN1CCNCC1,10.0,-4.4,nt,nt,nt,18.0,nt,nt,nt
COc1ccc(-c2nnc3sc(-c4ccccn4)nn23)cc1,32.7,nt,nt,-1.2,nt,56.4*,nt,nt,nt
Cc1nn(-c2ccccc2)c2sc(C(=O)OCN3C(=O)c4ccccc4C3=O)cc12,-2.6,nt,nt,3.2,nt,11.0,nt,nt,nt
CCCS(=O)(=O)NC(=O)C1(C)CCN(C(=O)Cc2cccc3ccccc23)C1 (stereo not given),nt,nt,1.0,nt,-7.7,nt,nt,-1.6,nt

# An excerpt of the results above, as a working copy:
SMILES,DUSP3 inh,3CLpro inhibitor,Anthrax LF inh2,Rv3671c inh,Yp Topo-I inh,PriA SSB inh,MazEF act,Vc quorum ag,TcdB inh
C=c1cc(C)cc(C)c1=C1NN=C(NC(=O)c2ccc(S(=O)(=O)N(CC)CC)cc2)S1,nt,nt,nt,nt,nt,-11.0,nt,nt,nt
CCCC(=O)Nc1ccc(S(=O)(=O)NCCc2ccc3c(c2)CCCN3C)cc1,nt,nt,nt,nt,nt,19.0,nt,nt,nt
Cc1nnc2sc(SCC(=O)N3CCOCC3)nn2c1=O,nt,nt,nt,nt,nt,6.0,nt,nt,nt
O=S1(=O)N=C(NN=Cc2cccs2)c2ccccc21,nt,nt,nt,nt,nt,55.0*,nt,nt,nt
O=S(=O)(c1cccc(Cl)c1)N1CC[C@H](c2ccccc2)C1,nt,nt,nt,nt,nt,-18.0,nt,nt,nt
Cc1ccc(S(=O)(=O)c2cn(CC(=O)Nc3ccon3)c3ccccc23)cc1,nt,nt,nt,nt,nt,21.0,nt,nt,nt

# Further entries follow:
SMILES,DUSP3 inh,3CLpro inhibitor,Anthrax LF inh2,Rv3671c inh,Yp Topo-I inh,PriA SSB inh,MazEF act,Vc quorum ag,TcdB inh
CCCS(=O)(=O)NC(=O)C1(C)CCN(C(=O)c2ccc(OC)cc2)C1 (stereo not given),nt,nt,-3.3,nt,4.7,nt,nt,i,nt
O=S(=O)(Nc1ccc(C(O)(C(F)(F)F)C(F)(F)F)cc1)c1ccc(Cl)c2nonc12,nt,nt,-0.7,nt,-6.6,nt,nt,-1.1,nt
O=C(Nc1cccc(F)c1)c1ccc(-c2cccnc2)c2ccoc12,nt,nt,-2.7,nt,30.6,nt,nt,i,nt
COc1ccc(C(C)NC(=O)C2CCN(CCOc3ccc(Cl)cc3Cl)CC2)cc1OC (stereo not given),nt,nt,-0.3,nt,22.4,nt,nt,i,nt
Cc1nc2c(OCc3cccc(Cl)c3)cccn2c1N(C)CC1CC1,nt,nt,-1.3,nt,48.5,nt,nt,-0.3,nt
CCCCC(=O)N(C)c1c(CC)nc2c(OCC=C(C)C)cccn12,nt,nt,-6.0,nt,12.9,nt,nt,-0.8,nt
Cc1ccc(-c2cnc(C(O)c3cccc(Cl)c3)[nH]2)cc1 (stereo not given),nt,nt,1.0,nt,1.9,nt,nt,-0.8,nt
CCNC(=O)C1(C)CCCN(CCOc2ccc(Cl)cc2)C1 (stereo not given),nt,nt,-4.9,nt,6.6,nt,nt,i,nt
CCCS(=O)(=O)NC(=O)C1(C)CCCN(C(=O)c2ccc(F)cc2Cl)C1 (stereo not given),nt,nt,1.8,nt,9.8,nt,nt,i,nt
CC(O)(c1cccc(F)c1)c1nc(-c2cncnc2)cs1 (stereo not given),nt,nt,0.0,nt,1.9,nt,nt,-0.8,nt
CCCS(=O)(=O)NC(=O)C1(C)CCN(C(=O)c2ccccc2Br)C1 (stereo not given),nt,nt,1.0,nt,4.8,nt,nt,-1.6,nt
CCc1nc2c(OCC(=O)C(C)(C)C)cccn2c1N(C)C(=O)C(C)C,nt,nt,2.9,nt,-1.9,nt,nt,i,nt
COc1cccc(C(N)c2nc(-c3csc4ccccc34)cs2)c1 (stereo not given),nt,nt,-4.5,nt,8.2,nt,nt,i,nt
CC1(C(=O)NS(=O)(=O)C2CC2)CCCN(C(=O)COc2ccccc2)C1 (stereo not given),nt,nt,1.8,nt,-3.7,nt,nt,-0.8,nt
COCCNC(=O)C1CCCN(Cc2ccccc2-c2ccccc2)CC1 (stereo not given),nt,nt,1.8,nt,-0.7,nt,nt,i,nt
CS(=O)(=O)Nc1cccc(NC(=O)c2cccc3c(-c4cccnc4)coc23)c1,nt,nt,3.6,nt,6.0,nt,nt,0.4,nt
CC(=O)O[C@@H]1[C@@H](O)[C@@H](O)[C@H](Oc2c(-c3ccc(O)cc3)oc3c(CC=C(C)C)c(O)cc(O)c3c2=O)O[C@H]1C,nt,nt,nt,-15.3,nt,18.4,9.6,nt,nt
C#CCOCCOCCOCCNc1nc(N2CCN(C(=O)CCCCCCCCCCNC(=O)[C@H](CCCCN)n3cc(CCO)nn3)CC2)nc(N2CCN(C(=O)CCCCCCCCCCNC(=O)[C@H](CCCCN)n3cc(C[C@@H](C)CC)nn3)CC2)n1,nt,nt,nt,-32.0,nt,23.7,-47.3,nt,nt
Nc1nc(N)c2[nH]cnc2n1,nt,nt,nt,-5.8,nt,-5.0,-10.1,nt,nt
COC(=O)C1=C(C(=O)OC)[C@@H]2N(C)c3ccccc3[C@@]23C[C@@H](CO)N=C3N1,nt,nt,nt,6.7,nt,-6.2,6.6,nt,nt
CC1(C)CC[C@]2(C(=O)O)CC[C@]3(C)C(=CCC4[C@@]5(C)CC[C@H](O)C(C)(C)C5[C@H](O)C[C@]43C)[C@@H]2C1 (stereo not given in full),nt,nt,nt,0.0,nt,-2.3,4.6,nt,nt
Cc1ccc(Nc2[nH]c(=O)c3ccccc3c2C(=O)c2ccccc2)cc1,nt,nt,nt,-5.2,nt,4.0,-11.4,nt,nt
COC(=O)C1=C[C@@H](C(=O)OC)[C@@H]2C3=C(C(=O)[C@@]2(C)NC(=O)c2ccccc2)[C@H](c2ccccc2)n2c(=O)n(-c4ccccc4)c(=O)n2[C@@H]3C1,nt,nt,nt,-8.9,nt,-9.2,3.3,nt,nt
CCC[C@H]1NC(=O)[C@H](C)N(C)C(=O)C(C)(C)C(=O)C(C)NC(=O)[C@H](Cc2ccc(OC)cc2)N(C)C(=O)[C@H](C(C)C)N(C)C(=O)CNC(=O)[C@H](CC(C)C)N(C)C(=O)CNC(=O)[C@H]([C@@H](C)CC)OC(=O)[C@H]1C (stereo not given in full),nt,nt,nt,2.5,nt,-17.5,5.7,nt,nt
CC1(C)C[C@H](O)[C@@]23C[C@@H](OC2=O)[C@]2(C)C(=CCC4[C@@]5(C)CC[C@H](O)C(C)(C)C5CC[C@]42C)[C@@H]3C1 (stereo not given in full),nt,nt,nt,0.2,nt,-10.0,-0.7,nt,nt
CCCC[C@@H]1C[C@H]1[C@@H](NC(=O)c1cccs1)c1ccc(C(F)(F)F)cc1,nt,nt,nt,2.5,nt,-17.1,-6.7,nt,nt
Cc1nc2c(c(=O)c3ccccc3n2C)c(=O)n1C1CCCC1,nt,nt,nt,nt,nt,-3.0,nt,nt,-2.2
O=C(COC(=O)c1ccc(O)cc1)Nc1cc(S(=O)(=O)N2CCOCC2)ccc1N1CCOCC1,nt,nt,nt,nt,nt,4.7,-5.3,nt,0.0
O=c1[nH]c(=O)c2ccccc2o1,nt,nt,nt,nt,nt,-1.8,2.4,nt,-1.3
COc1ccc(Cl)cc1NC(=O)c1cccc(S(=O)(=O)Nc2c(C)n(C)n(-c3ccccc3)c2=O)c1,nt,nt,nt,nt,nt,-1.6,-1.6,nt,1.8

# These rows are one share of the data; count on the stated rates, not on these rows.
